Screening data deposited in PubChem BioAssay by National Center for Advancing Translational Sciences (NCATS).
Vif-A3G inh: Vif-A3G binding inhibition; Q9HC16; HeLa A3G-eYFP + Vif (tagged APOBEC3G with the HIV-1 protein that degrades it), YFP fluorescence, overnight; Potency, µM (doses to about 46.1 µM), for inactives: at the top dose activity, negative = active, actives largely listed as inhibitors; 410,000 compounds, 0.076% hits; AID 602310;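 further: on the % scale 0 is the no-effect control and ±100 the full control effect; nearly all actives have a fitted effect of over 60% in size; hits raise eYFP signal because A3G escapes Vif-driven loss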
Target sequence (Q9HC16 whole entry, looked up): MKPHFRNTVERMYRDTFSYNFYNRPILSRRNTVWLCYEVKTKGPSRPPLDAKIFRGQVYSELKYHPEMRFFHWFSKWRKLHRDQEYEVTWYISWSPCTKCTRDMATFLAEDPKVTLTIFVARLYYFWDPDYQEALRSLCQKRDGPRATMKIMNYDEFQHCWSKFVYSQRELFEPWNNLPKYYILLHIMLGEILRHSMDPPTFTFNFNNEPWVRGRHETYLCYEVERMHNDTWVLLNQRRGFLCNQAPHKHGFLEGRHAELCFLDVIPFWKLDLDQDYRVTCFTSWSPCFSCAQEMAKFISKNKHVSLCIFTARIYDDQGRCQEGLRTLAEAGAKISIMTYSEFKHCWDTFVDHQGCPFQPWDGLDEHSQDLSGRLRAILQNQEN
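Read-out is eYFP fluorescence (Ex 488/Em 500-530) from Vif-expressing HeLa A3G-eYFP cells; more signal means A3G escaped Vif-mediated degradation. Cells plated overnight, compound pinned in, incubated overnight at 37 deg C.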
RGS4 inh: human RGS4 inhibition | P49798 | Transcreener GDP fluorescence polarization, RGS4-accelerated GTP hydrolysis | Potency, µM (doses to about 114 µM), for the others: at the highest dose activity change, negative = inhibition, most hits filed as inhibitors | 390,000 compounds, 0.039% hits | AID 504845; further: on the % scale 0 is the no-effect control and ±100 the full control effect; nearly all actives have a fitted effect of over 75% in size; some results filed as inactive show a strong effect at the top dose
Target sequence (P49798 whole entry, looked up): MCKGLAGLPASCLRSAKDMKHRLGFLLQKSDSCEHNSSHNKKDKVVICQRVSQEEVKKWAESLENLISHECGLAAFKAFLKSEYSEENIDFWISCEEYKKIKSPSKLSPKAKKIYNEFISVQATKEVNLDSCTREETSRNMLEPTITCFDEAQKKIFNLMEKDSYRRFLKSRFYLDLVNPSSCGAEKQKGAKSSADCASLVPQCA
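MLSMR compounds (23 nl, pin-transferred) preincubated 10 min at room temperature with a 500nM (2x) first reagent, then RGS4 at 900nM (2x) plus Transcreener GDP mix added; fluorescence polarization (620/688 nm) read before and after 90 min at 30 °C.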
TrxR1 substrate: substrates of rat thioredoxin reductase 1. purified TrxR1 substrate turnover, NADPH consumption readout. 390,000 compounds, 0.01% hits. AID 588456. Potency, µM (highest dose often 114 µM), without a hit: at the highest dose activity change, negative = substrate turnover. O89049; further: on the % scale 0 is the no-effect control and ±100 the full control effect; nearly all actives have a fitted effect of over 50% in size
Target sequence (O89049 whole entry, looked up): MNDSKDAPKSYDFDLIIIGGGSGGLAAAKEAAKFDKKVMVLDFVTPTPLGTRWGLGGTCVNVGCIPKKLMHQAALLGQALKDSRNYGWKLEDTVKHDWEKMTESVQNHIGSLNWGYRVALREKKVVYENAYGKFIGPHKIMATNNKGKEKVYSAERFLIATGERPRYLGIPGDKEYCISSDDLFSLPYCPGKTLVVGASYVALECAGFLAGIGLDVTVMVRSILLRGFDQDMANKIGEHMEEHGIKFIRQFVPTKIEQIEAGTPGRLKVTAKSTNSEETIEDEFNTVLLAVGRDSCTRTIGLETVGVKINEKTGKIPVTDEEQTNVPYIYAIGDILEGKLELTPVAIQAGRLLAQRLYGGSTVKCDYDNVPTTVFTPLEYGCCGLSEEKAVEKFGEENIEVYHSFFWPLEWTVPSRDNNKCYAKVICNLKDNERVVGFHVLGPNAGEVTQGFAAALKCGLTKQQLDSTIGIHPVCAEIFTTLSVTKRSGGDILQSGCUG
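Rat TrxR1, dispensed at 90 nM, was prereduced with 400 uM NADPH (final) for 5 min at ~22 deg C, then incubated with compound 15 min before 400 uM selenite. A first-read NADPH fluorescence drop versus no-compound background flagged substrates.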
IDH1 R132H inh: blocks human mutant IDH1 R132H enzyme; O75874; IDH1-R132H enzyme, NADPH consumption, diaphorase/resazurin fluorescence; Potency, µM (series often up to 76.6 µM), for inactives: top-dose activity change, negative = inhibition, most hits filed as inhibitors; 390,000 compounds, 0.093% hits; further: on the % scale 0 is the no-effect control and ±100 the full control effect; nearly all actives have a fitted effect of over 65% in size
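IDH1-R132H (0.5 ug/mL dispensed) in pH 7.5 Tris buffer was preincubated 30 min with compound, then given a substrate mix of 0.016 mM NADPH and 2 mM alpha-KG for 80 min at room temperature; remaining NADPH was read by diaphorase/resazurin fluorescence.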
12-LOX inh: inhibitors of human 12S-lipoxygenase ALOX12; P18054; AID 1671190; Potency, µM (top dose mostly 108 µM), for the others: at the top dose activity change, negative = inhibition, actives largely listed as inhibitors; 580,000 compounds, 1.1% hits; purified 12hLO, xylenol orange hydroperoxide absorbance; further: on the % scale 0 is the no-effect control and ±100 the full control effect
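Hydroperoxide product was detected by ferrous iron/xylenol orange as the 573 to 405 nm absorbance ratio. Arachidonic acid at 40 uM (final) was turned over for 30 min at room temperature by 150 nM human 12hLO, pH 7.0 Hepes buffer, after 15 min compound preincubation.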
Vif-APOBEC3F blk: Vif-A3F binding inhibition. HeLa A3F-eYFP + Vif (tagged APOBEC3F with the HIV-1 protein that degrades it), YFP fluorescence increase. 390,000 compounds, 0.2% hits. Potency, µM (doses to about 46.1 µM), inactives show top-dose activity, negative = active; further: % of control where 0% means no effect; nearly all actives have a fitted effect of over 65% in size
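Fluorescence increase (Ex 488/Em 500-530) after overnight compound treatment at 37 deg C flags inhibition of Vif-driven A3F-eYFP loss in stable HeLa A3F-eYFP/Vif cells seeded overnight beforehand.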
rTrxR1 inhibitor: inhibitors of rat thioredoxin reductase 1 | O89049 | recombinant rTrxR1, NADPH fluorescence consumption, selenite substrate | Potency, µM (top dose mostly 114 µM), for inactives: at the highest dose activity change, negative = inhibition, most hits filed as inhibitors | 390,000 compounds, 1% hits; further: on the % scale 0 is the no-effect control and ±100 the full control effect; nearly all actives have a fitted effect of over 65% in size
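Rat TrxR1 (90 nM in the dispensed reagent) was pre-reduced with 400 uM NADPH for 5 min at room temperature, then incubated with compound for 15 min. After 400 uM selenite was added, NADPH fluorescence (Ex 340/Em 450 nm) was followed for 8 min.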
USP1 inh: blocks the human USP1/UAF1 deubiquitinase complex; O94782; recombinant USP1/UAF1, Ub-Rhodamine cleavage fluorescence; Potency, µM (highest dose often 57.1 µM), for the others: at the top dose activity change, negative = inhibition, usual class: inhibitors; 390,000 compounds, 0.23% hits; AID 743255; further: on the % scale 0 is the no-effect control and ±100 the full control effect; nearly all actives have a fitted effect of over 60% in size; inactives centre near -12
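1 nM enzyme complex + cpd, 15 min RT; start with Ub-Rho 150nM final; kinetic fluorescence ex 480/em 540, 6 reads q60 s. Buffer 50mM HEPES pH 7.8, 0.5mM EDTA, 0.1 mg/ml BSA, 1mM TCEP, 0.01% Tween-20.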
RXFP1 agonist: agonists of human relaxin receptor RXFP1; HEK293T-RXFP1 cAMP TR-FRET, 30 min; response scale: percent of porcine relaxin response, buffer zero; Potency, µM (titrated, usually from 57.5 µM), inactives show at the top dose activation, most hits filed as activators; 370,000 compounds, 0.3% hits; AID 2676; further: on the % scale 0 is the no-effect control and ±100 the full control effect; nearly all actives have a fitted effect of over 60% in size; many of its hits are not listed in these tables
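HEK293T cells stably expressing RXFP1 were pretreated with the PDE4 inhibitor Ro 20174, exposed to compounds for 30 min at 37C, lysed, and cAMP was read by TR-FRET. Data normalized to buffer (basal) and 29 nM porcine relaxin (100%).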
The depositor's hits bear a star; ? = inconclusive; / = not tested or not shown; [ ] = dose if it differs, or a comment. The call rests on the fitted dose curve; in most records, active means well fitted curve in the direction sought with a large enough effect; inconclusive means small, poorly fitted or top-dose-only effect, or another doubt; inactive means no such curve, though single readings can be large; an effect the other way counts as inactive or inconclusive. Potency means the concentration at half of the fitted maximal effect. The list is partial; rates above refer to the full screens.

Every second line gives: Vif-A3G inh | RGS4 inh | TrxR1 substrate | IDH1 R132H inh | 12-LOX inh | Vif-APOBEC3F blk | rTrxR1 inhibitor | USP1 inh | RXFP1 agonist
O=C(CCNS(=O)(=O)c1ccc(Br)cc1)N1CCN(c2ccccc2O)CC1
 : 2.9% | 6.0% | -1.3%[57.1 µM] | -1.4% | -26.4% | -2.6% | 2.5%[57.1 µM] | -23.1% | -1.1%
Cc1cc(NC(=O)CSc2n[nH]c(N)n2)no1
 : 3.8% | -6.8% | 4.3% | -0.6% | 0.3% | -4.4% | 16.5%[57.1 µM] | -20.0% | 0.0%
CCCCc1nnc(NC(=O)c2ccc(-n3cncn3)c([N+](=O)[O-])c2)s1
 : 0.5% | -10.3% | -2.1% | 7.9% | 8.1% | 9.4% | 2.2% | -14.1% | -0.5%
Cc1ccc(S(=O)(=O)N=N/C=C2\C=CC=CN2O)cc1
 : 1.5% | / | / | 1.6% | -57.8% | -0.7% | / | -23.4% | /
COC(=O)C1=C[C@@H](C(=O)OC)C2C3=C(C(=O)[C@]2(C)NC(=O)c2ccccc2)[C@H](C)[C@@H]2C(=O)N(C)C(=O)[C@@H]2[C@@H]3C1 (some centres not stated)
 : -0.3% | -4.2% | -1.2% | / | / | / | 7.7% | / | /
O=C1CCCC/C1=C\Nc1ccc(Cl)cn1
 : -4.1% | -2.7% | 0.8% | 5.9% | -30.0% | -15.9% | -18.5% | -19.6% | 0.2%
CCN(CC)CCNC(=O)C(C(=O)c1ccccc1)n1ccccc1=O (configuration not stated)
 : 6.6% | 25.9% | 0.4% | 0.3% | -2.6% | 0.2% | 1.1% | -22.7% | -0.1%
O=C(Nc1ccccc1)Oc1ccccc1N1CCOCC1
 : -0.4% | 5.2% | 5.5%[57.1 µM] | 21.4% | 229.4%[activator] | -10.0% | 13.2%[11.4 µM] | -16.1% | -0.5%
Cc1oc2c(CN3CCCC(C)C3)c(O)ccc2c(=O)c1-c1ccccc1 (configuration not stated)
 : -2.2% | -2.0% | 204.7%[activator] | 0.0% | 35.6%[activator] | 0.7% | -7.9% | -21.1% | 6.8%
Fc1ccc(NC(=S)NC2CCCCC2)c(F)c1F
 : 1.9% | -18.0% | -5.2% | 9.0% | -22.2% | -4.9% | -18.8% | -6.3% | -3.2%
Cc1ccc(S(=O)(=O)N2CCC(C(=O)NCCCN3CCCC3=O)CC2)cc1C
 : -3.0% | 4.6% | -4.8% | 6.2% | 452.0%[activator] | -17.1% | -3.0% | -21.0% | 1.1%
COc1cc(OC)cc(C(=O)Nc2ccc(-c3nc4ccccc4o3)cc2)c1
 : -10.8% | 3.7%[11.4 µM] | 235.6%[activator][57.1 µM] | -1.2% | 0.0% | 8.8% | 137.1%[activator][57.1 µM] | -3.4% | 0.4%
COc1ccc(S(=O)(=O)N2CCC(C(=O)N[C@@H](C)C(=O)NCc3ccco3)CC2)cc1
 : 0.4% | / | / | 3.4% | -2.5% | -1.2% | / | -10.5% | /
C[C@@H]1CN([C@@H](C)CO)C(=O)CCCn2nncc2CO[C@@H]1CN(C)S(=O)(=O)c1ccc(C#N)cc1
 : 0.8% | / | / | -3.2% | -6.4% | -1.5% | / | -28.3% | /
COc1cc(CN2CCNC(=O)C2CC(=O)N(C)Cc2cccnc2)cc(OC)c1 (configuration not stated)
 : -0.3% | ? | -2.1% | 7.0% | -3.5% | -1.5% | ? | -14.2% | -0.8%
Cc1ccc(C)c(N(C(=O)c2csnn2)C(C(=O)NC2CCCC2)c2ccncc2)c1 (configuration not stated)
 : -3.4% | -7.3% | 3.1%[57.1 µM] | -3.1% | -1.0% | 0.4% | 13.0%[57.1 µM] | -7.5% | 1.0%
CCOC(=O)C1CCN(C(=O)CCc2nnc3ccc(N4CCC(C)CC4)nn23)CC1
 : 0.8% | -11.9%[11.4 µM] | -2.6% | 1.0% | 12.1% | 3.2% | 4.6% | -15.6% | ?
CCN1CCN(c2ccc(N=Cc3ccc(O)cc3O)cc2)CC1
 : 4.3% | -15.2% | 0.9%[57.1 µM] | 2.3% | -4.5% | -2.4% | -14.7%[57.1 µM] | -14.3% | -3.3%
CSc1cccc(NC(=O)CSc2ccc(C)cc2)c1
 : -5.8% | -6.0% | -1.7% | 0.5% | -7.0%[57.4 µM] | / | 5.2% | -19.2% | 2.2%
CCN1C(=O)C(=O)c2cc(C)ccc21
 : 0.4% | -6.0% | 10.7%[57.1 µM] | 5.3% | -5.2% | -0.3% | 11.1%[57.1 µM] | -14.5% | /
COc1cccc(NC(=O)C/C(C)=N/NC(=O)c2ccccc2Cl)c1
 : -7.9% | 33.1% | -2.6% | 3.5% | 168.1%[activator] | 6.3% | -30.5% | 2.1% | 0.0%
Cc1cccc(Cn2c(=O)n3nc(-c4ccccc4)nc3c3ccccc32)c1
 : -3.1% | -16.4% | 9.8% | -4.0% | -15.8% | -5.9% | 20.6% | -24.1% | 1.2%
COc1ccc(C(=O)NC(=S)N2CCCc3ccccc32)cc1OC
 : -1.2% | -26.1% | 3.9% | 3.6% | ? | -3.6% | -10.0%[57.1 µM] | -10.0% | 0.2%
O=c1c2c(nc3cc(-c4ccc(F)cc4)[nH]n13)CCCC2
 : 2.0% | -44.1% | 13.6%[57.1 µM] | 8.8% | 0.0% | -2.5% | 17.3%[57.1 µM] | -15.2% | 2.9%
COC(=O)c1ccc(Cn2nc(C)cc2C)cc1
 : -1.3% | ? | -6.7% | 1.0% | -5.1% | -0.8% | -4.9% | -21.2% | 2.1%
COC(=O)C(=O)Nc1nnc(COc2ccccc2)s1
 : -0.2% | 42.2% | -3.6% | 8.9% | -22.7% | 3.9% | 1.1% | -2.5% | -0.1%
CCOC(=O)C1(CCc2ccccc2)CCN(Cc2cccc3nccnc23)CC1
 : 4.6% | 9.0% | 6.6% | 1.1% | -1.2% | 2.1% | 23.8% | -8.8% | 0.7%
CNCC(=O)Nc1c(C)n[nH]c1C
 : 0.0% | 16.9% | 4.7%[57.1 µM] | 6.9% | -14.2% | 0.5% | -1.9%[57.1 µM] | -7.5% | 0.3%
COc1ccc(-c2cc(C(=O)NN)[nH]n2)cc1OC
 : -29.4% | 13.9% | 0.7% | -5.8% | 0.0% | -2.7% | 30.5% | -13.0% | -0.3%
CCN(CC)CCNC(=O)c1ccc(NC(=O)Cc2ccccc2F)cc1
 : 2.9% | 6.6% | 3.2%[57.1 µM] | -1.7% | -9.3% | 11.6% | 17.2%[57.1 µM] | ? | 0.7%

Brought forward from above: two entries, then new ones.
Every second line gives: Vif-A3G inh | RGS4 inh | TrxR1 substrate | IDH1 R132H inh | 12-LOX inh | Vif-APOBEC3F blk | rTrxR1 inhibitor | USP1 inh | RXFP1 agonist
COc1ccc(-c2cc(C(=O)NN)[nH]n2)cc1OC
 : -29.4% | 13.9% | 0.7% | -5.8% | 0.0% | -2.7% | 30.5% | -13.0% | -0.3%
CCN(CC)CCNC(=O)c1ccc(NC(=O)Cc2ccccc2F)cc1
 : 2.9% | 6.6% | 3.2%[57.1 µM] | -1.7% | -9.3% | 11.6% | 17.2%[57.1 µM] | ? | 0.7%
CC(C)Cn1c(SC(C)C(=O)NC2CC2)nnc1-c1ccccc1F (configuration not stated)
 : 1.0% | -0.9% | -0.4% | -4.3% | -1.2% | 6.7% | 8.0% | 0.7% | 0.6%
O=C(N/N=C\c1ccco1)Nc1cccc(Cl)c1
 : -9.6% | -22.3% | -1.4%[57.1 µM] | 5.5% | -21.0% | -8.0% | 10.3%[57.1 µM] | -13.1% | -0.9%
O=S(=O)(c1cccc(Br)c1)N1CCN(c2ncnc3scc(-c4ccccc4)c23)CC1
 : 2.2% | 11.6% | 3.5% | -1.7% | 215.9%[activator] | 4.7% | 22.1% | -16.4% | /
CCC(C(=O)NCc1ccco1)N(C(=O)CNS(=O)(=O)c1ccccc1)c1ccccc1C (configuration not stated)
 : -0.9% | -38.0% | -21.1%[57.1 µM] | 5.0% | ? | 1.9% | 8.1%[57.1 µM] | -6.0% | 0.0%
CCc1ccc(-n2c(=O)c3c4c(sc3n(Cc3ccc(C)cc3)c2=O)CCC4)cc1
 : 5.1% | 0.4% | 3.1% | 11.2% | 1.0% | -1.2% | 13.0% | -7.3% | 0.1%
Cn1cccc1/C=C1\SC(=S)N(NC(=O)c2ccccc2Cl)C1=O
 : -1.4% | -21.6% | 3.0%[57.1 µM] | 2.7% | -4.2% | 12.6% | 5.7%[57.1 µM] | 19.8% | 3.4%
CC(NC(=O)COC(=O)c1ccccc1Nc1ccccc1)c1ccccc1 (configuration not stated)
 : -0.2% | 28.8% | 22.2% | -0.6% | 12.3% | -3.5% | 19.1% | -21.9% | 1.4%
O=C(CN1CCN(S(=O)(=O)c2ccccc2)CC1)NC(=O)NCc1ccco1
 : -3.0% | -1.1% | -5.2% | 4.0% | 1.0% | -8.2% | -12.6% | 4.6% | 0.0%
